From PubChem
GAA glycogen: alters human alpha-glucosidase cleavage of glycogen; 300,000 compounds, 0.38% hits; AID 2100; Potency, µM (top dose mostly 76.4 µM), for the others: top-dose activity change, negative = inhibition, actives largely listed as inhibitors; recombinant GAA, glycogen substrate, Amplex Red glucose oxidase fluorescence; P10253;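 also: potency is read from the fitted curve at half-maximal effect; 0% = full enzyme reaction and -100% = no-enzyme basal signal; the screen sought inhibitors and activators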
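Natural-substrate format: glycogen cleavage by 4 nM human enzyme, glucose read by Amplex Red coupling (Ex 573, Em 610 nm). Normalized to enzyme and no-enzyme controls.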
GAA inh: blocks human lysosomal alpha-glucosidase; purified human GAA, 4-MU-alpha-glucoside fluorescence; P10253; Potency, µM (highest dose often 76.9 µM), for the others: at the top dose activity change, negative = inhibition, usual class: inhibitors; 200,000 compounds, 0.005% hits;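 also: potency is read from the fitted curve at half-maximal effect; plate controls were uninhibited enzyme wells for no effect and no-enzyme background for full effect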
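Endpoint fluorogenic read: 20 min room-temperature reaction of 4 nM human alpha-glucosidase with 400 uM 4-methylumbelliferyl-alpha-D-pyranoside, pH 5.0, quenched with 1M NaOH/1M glycine pH 10. AC50 from Hill modeling.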
CBFb RUNX1 block: inhibitors of human CBF-beta and RUNX1 interaction; Q01196+Q13951; AlphaScreen CBFb-His/RUNX1-biotin binding, biochemical; Potency, µM (titrated, usually from 59.8 µM), without a hit: at the top dose activity, negative = inhibition, most hits filed as inhibitors; 230,000 tested, under 10 active; also: % of control where 0% means no effect
Target sequence (Q01196 whole entry, looked up): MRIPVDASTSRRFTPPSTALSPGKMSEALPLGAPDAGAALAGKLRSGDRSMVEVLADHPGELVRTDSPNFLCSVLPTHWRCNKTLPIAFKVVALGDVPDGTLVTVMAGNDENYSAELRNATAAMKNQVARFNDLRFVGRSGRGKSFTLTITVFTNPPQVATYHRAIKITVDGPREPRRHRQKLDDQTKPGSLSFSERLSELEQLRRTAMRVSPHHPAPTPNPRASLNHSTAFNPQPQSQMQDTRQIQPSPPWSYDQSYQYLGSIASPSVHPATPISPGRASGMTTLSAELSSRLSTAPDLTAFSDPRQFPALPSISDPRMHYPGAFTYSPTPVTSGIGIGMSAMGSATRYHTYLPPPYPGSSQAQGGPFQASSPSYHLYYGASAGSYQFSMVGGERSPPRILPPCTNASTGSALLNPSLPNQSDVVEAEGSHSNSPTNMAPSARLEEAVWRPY
Target sequence (Q13951 whole entry, looked up): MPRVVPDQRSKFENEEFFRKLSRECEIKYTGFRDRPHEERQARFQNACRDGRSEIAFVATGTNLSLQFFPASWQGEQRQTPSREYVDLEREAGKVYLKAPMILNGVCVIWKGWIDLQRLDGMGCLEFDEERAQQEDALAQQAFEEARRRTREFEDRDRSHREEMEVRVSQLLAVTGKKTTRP
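Read-out: AlphaScreen. Format: His-CBF-beta with biotinylated RUNX1 (30 nM each) preincubated 20 min, compound 15 min, Ni-chelate plus streptavidin beads 90 min; room temperature throughout.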
GAA spleen mod: lysosomal alpha-glucosidase (human) modulation; P10253; human spleen homogenate, 4-MU-alpha-glucoside fluorescence; Potency, µM (highest dose often 79.9 µM), without a hit: at the highest dose activity change, negative = inhibition, actives largely listed as inhibitors; 240,000 compounds, 0.006% hits;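 also: potency is read from the fitted curve at half-maximal effect; 0% = enzyme with vehicle and -100% = no enzyme basal signal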
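Human spleen homogenate (1 ug) incubated with compounds and 1 mM 4-methylumbelliferyl-alpha-D-glucopyranoside in pH 5.0 citrate/phosphate buffer, 37 C, 40 min. Stopped at pH 10; 4-MU fluorescence (Ex 365/Em 440 nm); AC50 by Hill fit.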
LMNA splice mod: LMNA splicing modulation | HeLa LMNA splicing GFP/RFP minigene ratio, 48 h | Potency, µM (series often up to 46.1 µM), without a hit: at the highest dose ratio change, negative = inhibition, usual class: inhibitors | 200,000 compounds, 0.01% hits | AID 1487; active = well fitted inhibition curve with a large enough effect in the signal ratio, with a control signal flat, not every such curve was filed as active; inconclusive = small, poorly fitted or top-dose-only effect, or effect the other way, or a change in a side signal; the % refers to the signal ratio; also: potency is read from the fitted curve at half-maximal effect; % is scaled to controls: 0 for no effect and ±100 for the full control effect
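Read-out is the ratio of GFP to DsRed2 object intensity, acquired by 488 nm laser-scanning cytometry on HeLa lamin A-EGFP minigene reporter cells. Compound incubation 48 hrs at 37 °C in Opti-MEM with 2% FBS; DMSO 0.5% final.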
HTT aggregate: inhibitors of mutant huntingtin aggregate formation in PC12 cells | Potency, µM (titrated, usually from 46.1 µM), for the others: top-dose activity change, negative = inhibition, usual class: inhibitors | AID 1688 | 220,000 compounds, 1.1% hits | PC12 HttQ103-GFP aggregates, Acumen cytometry, 40 h; also: potency is read from the fitted curve at half-maximal effect; % is scaled to controls: 0 for no effect and ±100 for the full control effect; nearly all actives have a fitted effect of over 60% in size
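PC12 cells stably carrying ecdysone-inducible HTT exon 1 Q103–GFP were induced with tebufenozide (100 nM final) and treated with library compounds in titration. GFP aggregates in lysates were counted by laser scanning cytometry.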
HTT cytoprotect: cytoprotection in Huntington HTT-Q103 PC12 cell model. Potency, µM (doses to about 56.4 µM), for inactives: cytoprotection (ATP increase), usual class: activators. 230,000 compounds, 0.14% hits. PC12 HTT-Q103 induced, cytoprotection, ATP luminescence, 40 h;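 also: potency is read from the fitted curve at half-maximal effect; % of control where 0% means no effect; nearly all actives have a fitted effect of over 45% in size; toxic huntingtin expression switched on by the ecdysone agonist tebufenozide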
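Rat PC12, Q103 Htt exon1-GFP fusion, ecdysone promoter; tebufenozide inducer 100 nM final; compound titration; qHTS, 1500 cells/well; ATPlite luminescent read.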
* = called active by the depositor; ? = inconclusive; . = no result given; & = joins results of further samples; [ ] = another dose, or the depositor's remark. Unless noted, calls follow the shape of the dose curve; as a rule, active = well fitted curve in the direction sought with a large enough effect; inconclusive = small, poorly fitted or top-dose-only effect, or another doubt; inactive = no such curve, though single readings can be large; an effect the other way counts as inactive or inconclusive.

#1 CS(=O)(=O)N(Cc1ccccc1)c1ccc(C(=O)NCc2ccccc2)cc1
#2 Cn1c(N)c(C(=O)COC(=O)C2(c3ccc(F)cc3)CCCC2)c(=O)n(C)c1=O
#3 CCCn1nnnc1NC(=O)c1cc(Cl)ccc1Cl
#4 CCCNC(=O)COC(=O)/C=C/c1ccco1
#5 CN(C)C(=O)N1CCC(C(=O)NCc2ccccc2Cl)CC1
#6 CC(Cc1ccccc1)NC(=O)c1ccc([N+](=O)[O-])cc1 (centres undefined)
#7 N#C/C(=C\c1ccc(-c2cccc(Cl)c2)o1)C(=O)Nc1cccc2cccnc12
#8 COc1cc(NC(=O)c2ccco2)ccc1NC(=O)c1ccccc1Cl

Screen / compound no. | 1 | 2 | 3 | 4 | 5 | 6 | 7 | 8
GAA glycogen | 3% | -3% | -2% | 9% | 5% | -2% | 3% | 1%
GAA inh | -8% | -5% | 2% | -13% | -15% | 7% | -4% | -5%
CBFb RUNX1 block | 2% | 9% | -12% | 0% | 9% | -3% | 0% | -1%
GAA spleen mod | 1% | -6% | -21% | -3% | -2% | 0% | -2% | -10%
LMNA splice mod | -2% | -5% | -27% | -12% | -7% | -5% | 17% | -5%
HTT aggregate | -2% | -3% | -8% | 26% | -4% | -3% | 24% | 19%
HTT cytoprotect | 10% | -9%[1.9 µM] | 6%[10 µM] | -4%[1.9 µM] | -6%[0.074 µM] | 45%[10 µM] | 15%[10 µM] | -23%

#9 CCCCC1=CC2=C(c3ccco3)C(=O)C(C)(OC(=O)c3ccc(OC)cc3)C(=O)C2=CN1Cc1ccc(OC)cc1 (centres undefined)
#10 O=C(N/N=C/c1c(Nc2cccc(C(F)(F)F)c2)nc2ccccn2c1=O)c1ccccc1
#11 CSc1ncc(CO)n1Cc1ccccc1
#12 Cc1nn(CC(=O)NC2C(=O)N3C(C(=O)O)=C(CSc4nnnn4C)CSC23)cc1Br (centres undefined)
#13 CC(C)C(=O)N(Cc1ccccc1)c1ccccn1
#14 CC(=O)c1c(C(C)=O)c(C)n(-c2nc(-c3ccccc3)c(C)s2)c1C
#15 CCOC(=O)C(=CNNc1cccc(Cl)c1)C(=O)OCC
#16 CCc1cc2c(C)ccc(C)c2nc1SCC(=O)Nc1c(C)[nH]c(=O)[nH]c1=O

Screen / compound no. | 9 | 10 | 11 | 12 | 13 | 14 | 15 | 16
GAA glycogen | -11% | -2% | -6% | -2% | 15% | 0% | ? | 12%
GAA inh | . | 0% | -9% | 2% | -4% | 0% | . | 5%
CBFb RUNX1 block | -2%[13.1 µM] | 2% | -2% | -11% | -12% | -1% | -3% | -6%
GAA spleen mod | 6%[17.4 µM] | -4% | . | -2% | 2% | -9% | 1% | 1%
LMNA splice mod | -15%[9.22 µM] | 14% | . | . | 1% | -20% | . | -9%
HTT aggregate | -14%[9.22 µM] | -4% | -23% | 10% | -2% | -9% | 29%[9.22 µM] | 15%
HTT cytoprotect | -13%&-22%[10 µM] | -12% | -14% | -17% | -10% | 13% | -2%[10 µM] | 26%[10 µM]

An excerpt of the results above:
#14 CC(=O)c1c(C(C)=O)c(C)n(-c2nc(-c3ccccc3)c(C)s2)c1C
#15 CCOC(=O)C(=CNNc1cccc(Cl)c1)C(=O)OCC
#16 CCc1cc2c(C)ccc(C)c2nc1SCC(=O)Nc1c(C)[nH]c(=O)[nH]c1=O

Screen / compound no. | 14 | 15 | 16
GAA glycogen | 0% | ? | 12%
GAA inh | 0% | . | 5%
CBFb RUNX1 block | -1% | -3% | -6%
GAA spleen mod | -9% | 1% | 1%
LMNA splice mod | -20% | . | -9%
HTT aggregate | -9% | 29%[9.22 µM] | 15%
HTT cytoprotect | 13% | -2%[10 µM] | 26%[10 µM]

Quoted at random: three entries already listed, in no set order.
#6 CC(Cc1ccccc1)NC(=O)c1ccc([N+](=O)[O-])cc1 (centres undefined)
#13 CC(C)C(=O)N(Cc1ccccc1)c1ccccn1
#10 O=C(N/N=C/c1c(Nc2cccc(C(F)(F)F)c2)nc2ccccn2c1=O)c1ccccc1

Screen / compound no. | 6 | 13 | 10
GAA glycogen | -2% | 15% | -2%
GAA inh | 7% | -4% | 0%
CBFb RUNX1 block | -3% | -12% | 2%
GAA spleen mod | 0% | 2% | -4%
LMNA splice mod | -5% | 1% | 14%
HTT aggregate | -3% | -2% | -4%
HTT cytoprotect | 45%[10 µM] | -10% | -12%

The list continues:
#17 Cc1ccc(NC(=S)NC(=O)c2ccc(Br)o2)c(C)c1
#18 CCC(=O)N/C(=N/c1nc(C)cc(C)n1)Nc1cccc(OC)c1
#19 CCOc1ccc(CCNc2ccc3nnc(-c4ccccc4)n3n2)cc1OCC
#20 NC(=O)c1cn(-c2ccccc2)nc1-c1cc2ccccc2oc1=O
#21 CN(C)c1nc(OCCOC(=O)c2ccccc2)nc(N(C)C)n1
#22 CCOC(=O)c1c(C2CC2)csc1NC(=O)COC(=O)c1cnc(Cl)c(Cl)c1
#23 O=C(NCC1(c2ccccc2)CCOCC1)c1ccc(Br)o1
#24 Cc1sc2nc(CN3CCOCC3)nc(N3CCOCC3)c2c1C

Screen / compound no. | 17 | 18 | 19 | 20 | 21 | 22 | 23 | 24
GAA glycogen | 9% | 3% | -6% | 3% | -25% | -11% | 9% | 7%
GAA inh | 11% | -2% | 0% | -1% | -7% | ? | -6% | 5%
CBFb RUNX1 block | 0% | 0% | 3%[2.36 µM] | 1% | 8% | 2% | -3% | 5%
GAA spleen mod | 4% | 4% | -5% | 1% | -2% | 9% | -4% | 6%
LMNA splice mod | -9%[46 µM] | -7% | -7% | -1% | 8% | -11% | 6% | 6%
HTT aggregate | . | 10% | 19% | 8% | -8% | 7% | -4% | ?
HTT cytoprotect | . | 1% | . | -10% | -5% | 12%[10 µM] | -13% | 14%

#25 Cc1cc2oc(C(=O)Nc3cccnc3)c(C)c2cc1C
#26 CCC(C)C(=O)Nc1ccc(OC)cc1OC (centres undefined)
#27 O=C(CCC(=O)Nc1ccccc1)NNC(=O)c1ccccc1Cl
#28 Cc1ccc(NC(=O)CN2C(=O)C(C)Oc3ccccc32)nc1 (centres undefined)
#29 CN1CCN(CCCNC(=O)c2ccc(/C=C3\Sc4ccccc4N(Cc4ccc(F)cc4)C3=O)cc2)CC1
#30 COc1cc(OC)c(NC(=O)CCNC(=O)Cn2ccc3ccccc3c2=O)cc1Cl
#31 Cc1ccc(-n2nnnc2-c2cnc3cc4c(cc3c2C)OCO4)cc1
#32 COc1ccc(C(=O)Cn2c(N3CCOCC3)nc3ccccc32)cc1OC

Screen / compound no. | 25 | 26 | 27 | 28 | 29 | 30 | 31 | 32
GAA glycogen | -3% | 13% | 7% | 6% | 6% | 13% | 0% | 4%
GAA inh | 0% | -1% | 4% | -4% | -7% | -1% | -1% | 2%
CBFb RUNX1 block | 3% | -3% | -5% | -1% | -6% | 0% | 5% | ?
GAA spleen mod | 3% | -1% | -1% | -3% | -15% | ? | -1% | -5%
LMNA splice mod | 0% | 4% | -1%[9.22 µM] | 4% | 33%[46 µM] | 0% | -20% | 2%
HTT aggregate | -16% | -5% | 11% | 15% | ? | 17% | -32% | -1%
HTT cytoprotect | -1% | 13% | -28% | -5%[10 µM] | -250%[inhibitor] | -79%[inhibitor] | 29% | -5%[10 µM]

#33 CCN1CCN(c2cc(C)c3cc(NC(=O)c4cnccn4)ccc3n2)CC1
#34 S=C(NC1CCCCC1)N1CCn2cccc2C1c1ccncc1 (centres undefined)
#35 CCn1nc(C(=O)OCC(=O)c2ccc3c(c2)OCCO3)c2ccccc2c1=O
#36 COc1ccc(/C(C)=N/N2C(=O)c3ccccc3NC2c2ccc(O)c(OC)c2)cc1 (centres undefined)
#37 COc1ccc(S(=O)(=O)Nc2ccc(F)c(Cl)c2)cc1OC
#38 COC(=O)c1ccc(NC(=O)CCN2CCN(Cc3ccccc3)CC2)cc1
#39 O=C(NCc1cccnc1)c1cc(-c2ccco2)on1
#40 c1cc(CN2CCN(C3CCCCCC3)CC2)ccn1

Screen / compound no. | 33 | 34 | 35 | 36 | 37 | 38 | 39 | 40
GAA glycogen | -9% | 21% | -3% | -17% | 1% | 2% | 8% | 10%
GAA inh | -4%[15.4 µM] | -5% | -6% | . | -10% | -1% | -3% | -2%
CBFb RUNX1 block | 3% | -4% | 0% | 10% | 3% | 2% | 3% | -3%
GAA spleen mod | -8% | -14% | -7% | 1% | 0% | -10% | -2% | 0%
LMNA splice mod | -3% | . | 2% | . | ? | 1% | -1% | -2%[46 µM]
HTT aggregate | 0% | -3% | 1% | -4%[9.22 µM] | -7% | -2% | ? | 13%
HTT cytoprotect | 1% | -24% | 7% | -2%[10 µM] | 17% | ? | -24% | -34%[inhibitor]

#41 CN(CC(=O)N1CCc2[nH]c3ccc(F)cc3c2C1)CC1OCCO1
#42 COc1cccc(N=Nc2c(N)[nH]n3c(=O)c4c(nc23)CCCC4)c1
#43 O=C(CN(C(=O)CNC(=O)c1ccco1)c1ccc2c(c1)OCO2)NC1CCCCC1
#44 O=C(C1CCCCC1)N1CCC(n2nnc3ccccc32)CC1
#45 CCCN(Cc1cc2cc(OC)ccc2[nH]c1=O)C(=O)c1ccco1
#46 Cc1cccc(C)c1Nc1c(-c2ccc(N3CCOCC3)cc2)nc2cnccn12
#47 O=C(CSc1nnc(Cc2ccccc2)n1Cc1ccco1)NC12CC3CC(CC(C3)C1)C2
#48 COC(=O)c1ccc(NC(=S)NC2CC3CCC2C3)cc1 (centres undefined)

Screen / compound no. | 41 | 42 | 43 | 44 | 45 | 46 | 47 | 48
GAA glycogen | -2% | 4% | -4% | -8% | -5% | ? | -9% | -5%
GAA inh | ? | ? | 5% | 0% | . | . | ? | -18%
CBFb RUNX1 block | 5% | -8% | 5% | 11% | 2% | 21% | 2% | -2%
GAA spleen mod | 1% | -5% | -4% | -6% | 1% | -4% | -1% | -9%
LMNA splice mod | 9% | ? | 9% | -18% | . | . | 10% | 0%
HTT aggregate | 14% | -24%[9.22 µM] | 16% | -14% | 10%[9.22 µM] | -1%[9.22 µM] | ? | 6%
HTT cytoprotect | -17% | -17%[10 µM] | 5% | -17%[10 µM] | 8%[10 µM] | -14%[10 µM] | -4%[0.074 µM] | -6%[10 µM]
